PMI act satM6P: activators of human phosphomannose isomerase at near-saturating mannose 6-phosphate. P34949. coupled PMI enzyme assay, resazurin fluorescence, 20 min; stronger effect = higher value; 1 = untreated enzyme, 0 = substrate-free blank. activation factor at 20 µM. hit rate 0.34% among 190,000. AID 1216;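 active = activation factor of 2 or more at 20 µM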
Target sequence (P34949 whole entry, looked up): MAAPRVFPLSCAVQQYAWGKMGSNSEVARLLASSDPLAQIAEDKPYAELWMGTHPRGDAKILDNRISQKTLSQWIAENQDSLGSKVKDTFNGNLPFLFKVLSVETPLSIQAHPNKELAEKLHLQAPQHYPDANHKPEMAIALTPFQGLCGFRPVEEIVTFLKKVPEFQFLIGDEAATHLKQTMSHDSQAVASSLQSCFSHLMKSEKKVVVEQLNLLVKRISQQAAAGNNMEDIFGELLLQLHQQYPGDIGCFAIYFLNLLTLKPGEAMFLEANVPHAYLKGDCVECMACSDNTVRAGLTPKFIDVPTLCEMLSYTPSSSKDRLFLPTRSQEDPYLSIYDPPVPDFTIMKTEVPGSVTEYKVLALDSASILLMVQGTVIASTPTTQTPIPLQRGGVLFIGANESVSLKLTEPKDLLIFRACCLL
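Material: human phosphomannose isomerase with PGI, G6PDH, diaphorase coupling enzymes / Reagent: Man-6-P substrate 1.0 mM / Dosing: single compound dose of 20 µM, 1% DMSO final / Incubation: enzyme reaction with compound 20 min at room temperature / Signal: resorufin fluorescence (Ex 544/Em 590 nm) from resazurin via diaphorase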
TNAP inh hiacc: TNAP (human) inhibition, high acceptor; inhibition, % at 20 µM; AID 1135; purified TNAP, CDP-star luminescence, 1 M DEA; hit rate 0.03% among 200,000;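 active = over 50% inhibition of tissue-nonspecific alkaline phosphatase at 20 µM in the single-dose screen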;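 note: plate controls were DMSO wells for no effect and EDTA-quenched wells as full inhibition for full effect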
Target sequence (P05186 whole entry, looked up): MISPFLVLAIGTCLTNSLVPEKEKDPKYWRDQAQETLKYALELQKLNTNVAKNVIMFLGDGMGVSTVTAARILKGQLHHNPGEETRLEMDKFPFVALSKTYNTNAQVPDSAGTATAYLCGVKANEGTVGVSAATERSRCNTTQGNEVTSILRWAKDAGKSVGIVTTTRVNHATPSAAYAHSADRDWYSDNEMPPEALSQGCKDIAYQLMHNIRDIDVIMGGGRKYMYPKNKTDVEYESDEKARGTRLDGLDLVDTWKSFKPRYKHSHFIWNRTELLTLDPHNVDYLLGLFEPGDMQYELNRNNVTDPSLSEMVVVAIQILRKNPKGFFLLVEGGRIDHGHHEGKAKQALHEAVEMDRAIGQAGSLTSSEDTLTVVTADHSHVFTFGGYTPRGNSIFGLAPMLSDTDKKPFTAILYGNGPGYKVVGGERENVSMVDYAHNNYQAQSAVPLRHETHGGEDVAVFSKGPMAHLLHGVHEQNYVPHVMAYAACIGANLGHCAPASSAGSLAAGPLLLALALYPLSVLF
FLuc act counter: affects firefly luciferase, flagging false hits in luciferase stimulation screens | 200,000 tested, under 10 active | ATPlite luciferase biochemical, luminescence, 10 min; 0 = ATP-free wells, 1 = DMSO control | P08659 | activation factor at 10 µM;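 active = luciferase activation factor, scaled between plate controls, of at least 2 with compound at 10 µM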
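Material: luciferase plus luciferin reagent, cell-free. Medium: PBS buffer for ATP. Also added: ATP substrate, dispensed from a 10.24 µM working solution in PBS. Doses: test compounds dosed from 2 mM stocks in 100% DMSO. Incubation: 10 min post-reagent at room temperature. Technique: light output (luminescence). Read-out basis: luminescence gain marking luciferase activators.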
Diaph inh CS: inhibits diaphorase or chemically oxidizes, flagging diaphorase assay artifacts. diaphorase resazurin-to-resorufin fluorescence, NADH, 16 min; bacterial (C. kluyveri) enzyme, not human. inhibition, % at 20 µM. hit rate 0.69% among 190,000;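 active = primary screen inhibition at 20 µM above a set limit, cut at about 50% in these data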;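 note: plate controls were DMSO with full reaction for no effect and wells lacking NADH for full effect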
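Test system: bacterial diaphorase enzyme (C. kluyveri); Quantity: 0.14 U/mL diaphorase, enzyme working solution; Times: reaction incubation of 16 min at room temperature; Measured by: fluorescence of resorufin formed from resazurin, Ex 544/Em 590 nm; Benchmarks: positive control minus NADH, DMSO neutral control.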
PMI act: activators of human phosphomannose isomerase | P34949 | purified human PMI, coupled resazurin fluorescence, 20 min; stronger effect = higher value; 1 = vehicle control, 0 substrate-free wells | activation factor at 20 µM | hit rate 0.005% among 190,000 | AID 1214;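 active = activation factor of 2 or more at 20 µM, relative to plate controls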
TNAP act hiacc: increases human TNAP activity under high phosphate acceptor concentration; P05186; purified TNAP, CDP-star luminescence, 1 M DEA, 30 min; stronger effect = higher value; 0 = EDTA background, 1 = DMSO-only activity; activation factor at 20 µM; 200,000 tested, under 10 active;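 active = activation factor at least 2 at 20 µM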
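Control set: EDTA negative control, DMSO positive control / Assay system: human TNAP / Quantity: TNAP 1/800 final / Evaluation: TNAP activation factor scaled between EDTA and DMSO control wells / Measured by: luminescent substrate turnover signal / Compound dosing: one dose, 20 µM / Times: 30 min enzyme reaction at room temperature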
G6PDH counter: counter-screen for G6PDH assay hits: L. mesenteroides G6PDH inhibition; hit rate 0.12% among 200,000; inhibition, % at 5 µM; Purified L. mesenteroides G6PDH, diaphorase/resazurin coupled fluorescence, 45 min; AID 1020; in the data active = inhibition above about 50%
Diaphorase act: diaphorase activation or chemical reduction counter-screen; hit rate 0.005% among 190,000; Diaphorase/resazurin coupled assay, resorufin fluorescence, 16 min; stronger effect = higher value; 1 = vehicle wells, 0 = NADH-free wells; activation factor at 20 µM;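 active = diaphorase activity raised at least twofold by the compound at 20 µM; inactive = activation factor below 2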
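System – purified diaphorase enzyme from Clostridium kluyveri · Input – enzyme 0.07 U/mL final · Also added – final NADH 0.114 mM, resazurin 0.1 mM · Measured by – fluorescence of resorufin, 544 nm excitation, 590 nm emission · Timing – 16 min enzyme reaction, ambient temperature · Measure – resorufin increase flagging diaphorase activators or reducers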
TNAP inh noacc: TNAP (human) inhibition, acceptor-free conditions; AID 1012; P05186; inhibition, % at 20 µM; hit rate 0.26% among 200,000; purified TNAP, CDP-star luminescence, 30 min;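 active = tissue-nonspecific alkaline phosphatase inhibition above about 50% at 20 µM in the single-dose screen, limit read from the data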;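 note: 0% = DMSO negative control and 100% = EDTA positive control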
Efa HMGR inh: E. faecalis class II HMG-CoA reductase inhibition. inhibition, % at 10 µM. purified E. faecalis HMGR, NADPH absorbance 340 nm kinetic. AID 1066. hit rate 0.41% among 190,000;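 active = inhibition above a set limit, the median over all tested compounds plus 3 SD, cut at about 9.5% in these data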;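 note: enzyme runs in reverse so mevalonate oxidation gives rising NADPH absorbance; 0% = complete reaction with DMSO and 100% = background rate lacking mevalonate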
The depositor's hits bear a star; . = not tested or not shown.

no.	mol	PMI act satM6P	TNAP inh hiacc	FLuc act counter	Diaph inh CS	PMI act	TNAP act hiacc	G6PDH counter	Diaphorase act	TNAP inh noacc	Efa HMGR inh
1	Cn1ccc(NC(=O)CCl)n1	1.2	-2	1	-12	1.3	1	5	1.1	-12	-1
2	N#Cc1cc2c(nc1SCC(=O)Nc1cc(Cl)ccc1Cl)C1CCN2CC1	0.9	-5	1.1	20	1	1.1	-2	0.8	-8	-5
3	O=c1[nH]c(=O)n(Cc2ccco2)c(O)c1/C=N/N1CCCCC1	1.1	0	1.1	14	1.1	1	-5	0.9	-1	-4
4	CC1(C)C2([N+](=O)[O-])CN3CN(C2)CC1([N+](=O)[O-])C3	0.7	-4	1.1	13	0.9	1	0	0.9	-14	1
5	CCCCCCN=C(CC)c1c(O)n(CCCC)c(=O)[nH]c1=O	0.8	0	1	18	0.8	1	3	0.8	-2	2
6	Cc1cccc(-n2c(O)c(C=NC34CN5CN(CN(C5)C3)C4)c(=O)[nH]c2=O)c1	1	2	1	-4	1.1	1	4	1	-11	-3
7	Cc1cccc(N2C(=O)NC(=O)/C(=C/c3ccc(-c4ccc(C(=O)O)c(Cl)c4)o3)C2=O)c1	1.2	-3	1	21	1.2	1	0	0.8	-11	-2
8	COc1ccc(OC)c(-n2c(O)c(C=NCc3ccc4c(c3)OCO4)c(=O)[nH]c2=O)c1	1	-6	1	3	1	1.1	8	1	-9	-5
9	COc1ccc(C2=NCC(=O)N(CC(=O)NCc3ccco3)c3sc4c(c32)CCCC4)cc1OC	1	-3	1.1	11	0.9	1	-8	0.9	-20	2
10	O=C(c1ccc(Cl)cc1)C1CCCN(Cc2ccon2)C1 (configuration not stated)	1	2	1	11	0.9	1	11	0.9	-1	-9
11	COc1ccc(NC(=O)N2CCC3(CC2)OCCO3)cc1	0.9	1	1	4	0.9	1	7	1	-4	-2
12	CNCC(O)c1cccc(OC(=O)c2ccccc2C)c1 (configuration not stated)	0.9	-1	1	11	0.9	1	8	0.9	-8	0
13	C[C@@H]1O[C@@H](O[C@H]2C[C@@H](O)[C@]3(CO)[C@H]4[C@H](O)C[C@]5(C)[C@@H](C6COC(=O)C6)CC[C@]5(O)[C@@H]4CC[C@]3(O)C2)[C@H](O)[C@H](O)[C@H]1O (some centres not stated)	0.9	0	1	6	0.9	1	13	0.9	-4	-2
14	c1cc2n(c1)-c1c(ccc3c1OCO3)CNC2c1ccc2c(c1)OCO2 (configuration not stated)	1	0	1	6	1	1	-6	0.9	-9	3
15	COc1ccc(OC(=O)N(C)C)c(CN(C)C)c1	1	1	1	5	1	1	4	0.9	-7	-6
16	O=C1CC(c2cccnc2)=NN1c1ccc(Cl)cc1Cl	0.9	-2	1	28	0.9	1	12	0.7	-6	-4
17	Cc1cc(S(N)(=O)=O)ccc1N=Cc1c(O)n(-c2ccccc2)c(=O)[nH]c1=O	1.1	1	1	24	1.2	1	17	0.8	0	-4
18	O=C(c1cc(=O)[nH]c2ccc(Br)cc12)N1CCC2(CC1)OCCO2	1	-8	1.1	13	1	1.1	0	0.9	-15	-4
19	CC(C)(C)c1nc(N2CCN(C(=O)c3ccco3)CC2)c2nnn(Cc3ccccc3Cl)c2n1	0.9	-8	1.1	25	0.9	1.1	10	0.8	-7	-1
20	CCC(=NCCc1ccccc1)c1c(O)n(C2CCCCC2)c(=O)[nH]c1=O	1	-7	1.1	10	0.9	1.1	2	0.9	-1	-3
21	NS(=O)(=O)c1ccc(N=Cc2c(O)n(C3CCCCC3)c(=O)n(C3CCCCC3)c2=O)cc1	0.9	-8	1.1	32	0.9	1.1	4	0.7	-17	-1
22	C=CCn1c(O)c(/C=C2/C=CC=N2)c(=O)[nH]c1=O	1	6	1	5	0.9	0.9	-16	1	1	-1
23	O=c1[nH]c(=S)n(-c2ccc(Br)cc2)c(O)c1C=Nc1ccc(N2CCOCC2)cc1	0.8	1	1	19	1	1	2	0.8	6	5
24	Cc1cc(C)cc(NC2=NCCCS2)c1	0.9	-2	1	8	0.9	1	5	0.9	-13	0
25	CC1=C(/C=C/c2ccccc2)CCN(C)C1	1.1	-2	1	4	1.1	1	3	1	-6	-3
26	NCC1(c2ccc3c(c2)OCCO3)CCCC1	1.1	-1	1	-5	1	1	2	1	-4	2
27	COc1ccccc1OCCCn1cc(C(C)=O)c2ccccc21	.	-1	1.1	.	.	1	11	.	1	-4
28	CCOC(=O)c1nc2ccccc2c(=O)n1-c1ccc(C)cc1	1	-3	1.1	11	1	1	-5	0.9	-10	-5
29	CCN1CCN(C(=O)COc2ccc(S(=O)(=O)NC(C)C)cc2)CC1	1	3	1	4	1	1	5	1	-2	2
30	NC(=O)c1c(NC(=O)c2ccc(S(=O)(=O)N(CCCl)CCCl)cc2)sc2c1CCCCC2	1.6	-5	1.1	23	1.4	1.1	0	0.8	-6	-5
31	COC(=O)C(O)(c1ccc(N(C)C)cc1)C(F)(F)F (configuration not stated)	1	-8	1	1	1	1.1	8	1	-14	3
32	Clc1ccc(C(c2ccccc2)c2ncc[nH]2)cc1 (configuration not stated)	1	-4	1.1	9	1	1	12	0.9	-18	-4
33	CC(C)(C)C(=O)c1cn(Cc2ccccc2)c2ccccc12	0.9	-3	1	4	0.9	1	5	1	-12	2
34	CCn1cc(C(=O)NCc2ccccc2)c2ccccc21	0.9	-3	1	2	1	1	1	1	-10	6
35	COP(=O)(OC)C(NC(=O)c1ccc(C)cc1)C(Cl)(Cl)Cl (configuration not stated)	1.1	0	1	-7	1	1	14	1.1	26	-6
36	CN(C(=O)CN1CC=C(c2ccccc2)CC1)c1c(N)n(Cc2ccccc2)c(=O)[nH]c1=O	0.9	-7	1	13	1	1.1	1	0.9	-22	-4

Some of these compounds in order of count of non-hydrogen atoms, high to low:
no.	mol	PMI act satM6P	TNAP inh hiacc	FLuc act counter	Diaph inh CS	PMI act	TNAP act hiacc	G6PDH counter	Diaphorase act	TNAP inh noacc	Efa HMGR inh
36	CN(C(=O)CN1CC=C(c2ccccc2)CC1)c1c(N)n(Cc2ccccc2)c(=O)[nH]c1=O	0.9	-7	1	13	1	1.1	1	0.9	-22	-4
34	CCn1cc(C(=O)NCc2ccccc2)c2ccccc21	0.9	-3	1	2	1	1	1	1	-10	6
26	NCC1(c2ccc3c(c2)OCCO3)CCCC1	1.1	-1	1	-5	1	1	2	1	-4	2

More entries.
no.	mol	PMI act satM6P	TNAP inh hiacc	FLuc act counter	Diaph inh CS	PMI act	TNAP act hiacc	G6PDH counter	Diaphorase act	TNAP inh noacc	Efa HMGR inh
37	CCC(C)NS(=O)(=O)c1ccc(OCC(=O)N2CCN(CC)CC2)cc1 (configuration not stated)	1	0	1	-1	0.9	1	7	1	-4	-4
38	CCCCn1c(O)c(C(C)=Nc2c(C)n(C)n(-c3ccccc3)c2=O)c(=O)[nH]c1=O	0.9	-5	1.1	23	1	1.1	10	0.8	-11	-11
39	CSc1ccc(CN2CCN(Cc3ccccc3Cl)CC2)cc1	1	-1	1	18	1	1	8	0.8	-11	-6
40	CCOC(=O)c1c(N)n(Cc2ccccc2)c2nc3ccccc3nc12	0.8	-8	1	-10	1	1.1	8	1.1	4	2
41	COc1ccccc1OCC#CCN1CCOCC1	1.1	-4	1	-7	1.1	1	4	1.1	-12	2
42	COc1ccc(C(CC(=O)N2CCC3(CC2)OCCO3)NS(=O)(=O)c2ccc(F)cc2)cc1 (configuration not stated)	1	-5	1.1	14	1	1.1	9	0.9	-11	-2
43	O=C1NC(=O)N(c2ccc(Cl)cc2)C(=O)/C1=C\c1ccc(Sc2nc3ccccc3[nH]2)o1	1.6	-2	1	40	1.2	1	1	0.6	12	-4
44	Cc1ccsc1C(=O)C1CCCN(Cc2cnn(C(C)C)c2)C1 (configuration not stated)	.	2	1	.	.	1	16	.	-1	-2
45	Cc1ccccc1CS(=O)(=O)Cc1ccc(C(=O)N2CCC3(CC2)OCCO3)o1	1.1	-6	1.1	7	1.1	1.1	7	0.9	-3	0
46	CC(=O)c1c(C)n(CCCOC(C)C)c2ccc(O)cc12	0.9	-2	1.1	15	0.9	1	2	0.9	-9	-1
47	CN1CCC(C)(O)C2CCCCC21 (configuration not stated)	1	-3	1	-4	1	1	5	1	-6	-1
48	CCCCc1nc2ccccc2c(=O)n1-c1ccccc1[N+](=O)[O-]	1	0	1.1	17	1	1	2	0.8	-5	2
49	CCN(C(=O)Oc1ccccc1)c1ccc(C(O)(C(=O)OC)C(F)(F)F)cc1 (configuration not stated)	1	-2	1.1	16	0.9	1	7	0.8	-13	-2
50	COc1ccc(CCN(C)Cc2c(F)cccc2F)cc1OC	0.9	-8	1.1	19	1.1	1.1	1	0.8	5	-4
51	Cc1cc(NCCN)nc2ccccc12	1	10	1	-2	1	0.9	-3	1	-3	-5
52	C=CCn1c(O)c(C(C)=NC2CC2)c(=O)[nH]c1=O	1	-8	1.1	9	1	1.1	-2	0.9	-12	3
53	Oc1cc2c(cc1O)[C@H]1c3ccccc3CN[C@@H]1CC2	0.8	7	1	65*	0.5	0.9	31	0.4	92*	3
54	CCOC(=O)c1cc2c(cn1)[nH]c1ccccc12	1	-3	0.9	2	1	1	5	1	-10	-5
55	c1ccc2c(CNC3CCCCC3)c[nH]c2c1	0.9	-10	1.1	20	1	1.1	3	0.8	-15	3
56	COc1ccc(NP(=O)(Nc2ccc(OC)cc2)Oc2ccccc2)cc1	1	-5	1.1	10	0.9	1	-10	0.9	-13	-2
57	Cc1ncc(CN2CCCC(C(=O)c3cccc(Cl)c3)C2)s1 (configuration not stated)	0.9	-5	1.1	23	0.9	1	8	0.8	-9	-6
58	Cc1cccc(N2C(=O)/C(=C/c3ccc(N4CCN(C)CC4)o3)C(=O)NC2=S)c1C	0.9	32	1	8	1	0.7	7	0.9	51*	-3
59	CCCCn1c(O)c(C=NC2CC3CCC2(C)C3(C)C)c(=O)[nH]c1=O (configuration not stated)	0.9	-2	1.1	23	0.8	1	21	0.8	2	0
60	Cc1cccc2c1=NC(=O)/C(=C/c1c(O)[nH]c(=O)[nH]c1=O)C=2	1.4	-3	1	31	1.1	1	-2	0.7	-19	0
61	O=C1NC(=S)N(Cc2ccco2)C(=O)/C1=C\c1cccs1	1.2	10	1	90*	1.3	0.9	17	0.1	-12	7

High-throughput results: PubChem, several laboratories

Only part of the results is shown; the hit share may differ from the screen's.
